FBPA Giardia inh – blocks Giardia fructose-bisphosphate aldolase activity | Potency, µM (series often up to 59.6 µM), for inactives: at the highest dose activity, negative = inhibition, usual class: inhibitors | purified Giardia FBPA | 0.71% of 290,000 active | AID 2451 | A8B2U2; note: potency is the fitted concentration of half-maximal effect; nearly all actives have a fitted effect of over 55% in size
Target sequence (A8B2U2 whole entry, looked up): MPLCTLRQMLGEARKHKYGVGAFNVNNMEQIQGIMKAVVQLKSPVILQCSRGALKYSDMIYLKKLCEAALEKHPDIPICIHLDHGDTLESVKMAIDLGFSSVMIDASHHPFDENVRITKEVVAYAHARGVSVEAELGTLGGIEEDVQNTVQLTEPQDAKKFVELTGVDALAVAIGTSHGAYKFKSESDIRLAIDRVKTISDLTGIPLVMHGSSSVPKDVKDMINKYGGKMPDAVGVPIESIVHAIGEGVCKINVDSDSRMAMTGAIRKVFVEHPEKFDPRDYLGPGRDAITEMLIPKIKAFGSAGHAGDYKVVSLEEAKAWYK
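Giardia FBPA (40 nM reagent) was preincubated 10 min at RT with compound (up to 57.5 uM final), then substrate plus GAPDH/TPI/NAD/arsenate coupling system with diaphorase/resazurin was added; resorufin fluorescence (525/598 nm) was read after 20 min.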
AmpC inh detg – inhibitors of E. coli AmpC beta-lactamase with detergent | P00811 | AmpC hydrolysis of nitrocefin, absorbance 480 nm, 0.01% Triton | Potency, µM (top dose mostly 114 µM), inactives show top-dose activity change, negative = inhibition, hits mostly inhibitors | 0.041% of 370,000 active | AID 485294;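 note: potency is the fitted concentration of half-maximal effect; 0% = no-compound wells and -100% = no-enzyme wells; nearly all actives have a fitted effect of over 25% in size; some results filed as inactive show a strong effect at the top dose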
Target sequence (P00811 whole entry, looked up): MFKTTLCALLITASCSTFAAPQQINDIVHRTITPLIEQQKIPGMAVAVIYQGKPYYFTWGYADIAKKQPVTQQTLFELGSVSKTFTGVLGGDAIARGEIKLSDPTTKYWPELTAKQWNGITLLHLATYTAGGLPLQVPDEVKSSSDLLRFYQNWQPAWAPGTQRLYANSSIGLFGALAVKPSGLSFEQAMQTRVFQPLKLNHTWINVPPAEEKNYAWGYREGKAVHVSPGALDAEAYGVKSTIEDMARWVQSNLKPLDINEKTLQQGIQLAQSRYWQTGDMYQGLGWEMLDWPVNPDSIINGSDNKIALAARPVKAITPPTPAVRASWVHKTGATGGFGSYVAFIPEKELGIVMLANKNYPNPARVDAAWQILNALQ
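20 mM phosphate pH 7.0 + 0.01% (detergent screen) or 0.0001% Triton X-100; 5.3 nM AmpC reagent; cpd preinc 15 min RT; nitrocefin (800 uM stock) to start; A480 q20 s × 4 min; Activity was normalised to no-enzyme and no-compound control wells.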
Sm TGR block – inhibitors of Schistosoma mansoni thioredoxin glutathione reductase; Q962Y6; purified TGR, DTNB reduction, TNB absorbance 405 nm; Potency, µM (series often up to 114 µM), without a hit: at the top dose activity change, negative = inhibition, hits mostly inhibitors; 3% of 360,000 active; note: potency is the fitted concentration of half-maximal effect; nearly all actives have a fitted effect of over 60% in size
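TGR 20 nM + NADPH 100 uM (dispensed conc.), cpd preinc 15 min RT; start with NADPH (500 uM addition) then DTNB (15 mM addition). Kinetic TNB absorbance, 405 nm filter. Four-parameter Hill fit across titration.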
AmpC inh no detg – blocks E. coli AmpC beta-lactamase in detergent-free assay; AmpC nitrocefin hydrolysis, absorbance 480 nm, 0.0001% Triton; Potency, µM (highest dose often 57.1 µM), for inactives: at the highest dose activity change, negative = inhibition, most hits filed as inhibitors; 0.52% of 330,000 active; AID 485341;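 note: potency is the fitted concentration of half-maximal effect; plate controls were no compound for no effect and no enzyme for full effect; nearly all actives have a fitted effect of over 20% in size; some results filed as inactive show a strong effect at the top dose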
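20 mM phosphate pH 7.0 + 0.01% (detergent screen) or 0.0001% Triton X-100; 5.3 nM AmpC reagent; cpd preinc 15 min RT; nitrocefin (800 uM stock) to start; A480 q20 s × 4 min; Activity was normalised to no-enzyme and no-compound control wells.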
HCMV antiviral – blocks human cytomegalovirus replication; activity change, negative = inhibition, % at 57.5 µM; HFF cells, HCMV-luciferase reporter, 72 h; active compounds read low; AID 1259415; 4.5% of 410,000 active; in the data active = activity change below about -60%; inconclusive = no clear call, values can overlap the other calls; inactive = above about -39%
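After 16 h attachment at 37C, HFF cells received test compound and HCMV-luciferase (1 PFU/cell); reporter luminescence read 72 h later, data normalized against buffer-only and known inhibitor Salinomycin.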
AMA1 RON2 block – disrupts binding of P. falciparum AMA1 to RON2. AlphaScreen AMA1-biotinylated RON2 peptide binding. Potency, µM (top dose mostly 58.2 µM), for the others: at the highest dose activity change, negative = inhibition, hits mostly inhibitors. 0.2% of 360,000 active. AID 720542;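 note: potency is the fitted concentration of half-maximal effect; 0% = vehicle wells and -100% = peptide control; nearly all actives have a fitted effect of over 45% in size; some results filed as inactive show a strong effect at the top dose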
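AMA1 (3D7) with his tag at 25 nM final met compounds first, then biotinylated RON2 peptide at 25 nM; detection used donor plus acceptor beads, 10 µg/mL apiece, read by AlphaScreen after 30 min at room temperature.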
* marks the source's active call; other numbers are inactive results; ? = inconclusive; . = not tested or not shown; & = joins results of further samples; [ ] = another dose, or the depositor's remark. Unless noted, calls come from the whole dose curve; as a rule, active = well fitted curve in the direction sought with a large enough effect; inconclusive = small, poorly fitted or top-dose-only effect, or another doubt; inactive = no such curve, though single readings can be large; an effect the other way counts as inactive or inconclusive. Unless noted, % is set by controls: 0 for no effect and ±100 for the full control effect.

No.	SMILES	FBPA Giardia inh	AmpC inh detg	Sm TGR block	AmpC inh no detg	HCMV antiviral	AMA1 RON2 block
1	COc1ccc(NC(=O)CN2CCC(NC(=O)c3ccco3)CC2)c([N+](=O)[O-])c1	-6%	-3%	-8%	2%	-16	11%
2	O=C(O)C1CCN(c2nc(-c3ccccc3)c3cc(Br)ccc3n2)CC1	19%	-4%	-10%	25%	-29	16%
3	COc1ccc(N2CCN(C(=O)CN3C(=O)NC4(CCCc5ccccc54)C3=O)CC2)cc1 (centres undefined)	.	?	0%	61%[activator]	-28	-5%
4	COCCN(C(=O)COc1ccccc1)c1nnc(-c2cccnc2)s1	4%	?	1%	-6%	1	-9%
5	CCCNC(=O)CCC(=O)N1Cc2ccccc2Oc2ncccc21	.	27%	14%	.	2	.
6	Cc1ccccc1C(=O)Nn1c(C)ccc1C	0%	4%	-9%	-23%	.	.
7	COc1ccc(CNc2ccc(S(=O)(=O)N3CCN(C)CC3)cn2)cc1OC	.	-12%	-13%	16%	-23	-2%
8	COc1ccc(OC)c(NC(=O)Cn2cc(C#N)c3cc(Br)ccc32)c1	0%	-12%	0%	-33%	-66*	-9%
9	CCC1(CC)Cc2ccccc2C(=C(C#N)C#N)N1	0%	-2%	0%	?	?	6%
10	COc1ccc2c(C)cc3nncn3c2c1	-6%	-9%	7%	-24%	6	-1%
11	CC(/C=N\NC(=O)CN1CCN(S(=O)(=O)c2ccc(C)cc2)CC1)=C\c1ccccc1	0%	0%	-13%	86%[activator]	-32	0%
12	O=C1NCCN(Cc2ccc(-c3ccccc3)cc2)C1CC(=O)N1CCN(CCO)CC1 (centres undefined)	-10%	4%	3%	109%[activator]	19	-6%
13	Cn1c(=O)c2c(nc(CN3CCN(C(=O)c4ccco4)CC3)n2Cc2ccc(F)cc2)n(C)c1=O	0%	2%	0%	.	-24	-1%
14	COc1ccc(CNc2nc3c(c(=O)n(Cc4ccc(F)cc4)c(=O)n3C)n2C)cc1	-1%	-2%	-3%	-6%	-20	0%
15	COC(=O)c1ccccc1NC(=O)Cn1cnc2sc(C)c(S(=O)(=O)N3CCC(C)CC3)c2c1=O	.	-3%	0%	.	2	.

(more compounds)
No.	SMILES	FBPA Giardia inh	AmpC inh detg	Sm TGR block	AmpC inh no detg	HCMV antiviral	AMA1 RON2 block
16	CC(C)NCC(O)COCc1ccc(Cl)cc1 (centres undefined)	-4%	-14%	-19%	-18%	-15	-2%
17	O=C(CSc1nn(-c2ccc(F)cc2)c(=S)s1)NCC1CCCO1 (centres undefined)	-1%	3%	-2%	-2%	-24	2%
18	Cc1nc(NCCC(C)C)c2nnn(Cc3ccccc3)c2n1	2%	?	60%[activator]	-31%	-3	0%
19	CC(C)OCCCNC(=O)Cc1ccc(NC(=O)N2CCCCc3ccccc32)cc1	.	-1%	-4%	.	14	.
20	CCCCN(C)C(=O)c1nc2ccccn2c1CNC1CCC1	3%	?	3%[57.1 µM]	4%	12	17%
21	COc1cccc(C(=O)Nc2nnc(-c3ccc(OC)cc3OC)s2)c1	-6%	-4%	-2%	-3%	?	17%
22	CC(=O)N1c2ccc(S(=O)(=O)NCC3CCC(C(=O)NCCC(C)C)CC3)cc2CC1C (centres undefined)	.	2%	-2%	.	0	.
23	CC1Cc2ccccc2N1C1=NS(=O)(=O)c2ccccc21 (centres undefined)	2%	-5%	-1%	2%	92	-5%
24	COC(=O)CSc1nc2cc(Cl)ccc2c(=O)n1C1CCCC1	0%	-9%	40%[activator]	-20%	86	2%
25	CCC(NC(=O)c1ccccc1NC(=O)c1ccccc1)C(=O)O (centres undefined)	30%	-8%	3%	-15%	-6	8%
26	CC(=O)c1ccc(NS(=O)(=O)c2ccc3c(c2)CCC(=O)N3)cc1	.	-13%	-18%	-16%	-4	15%
27	Cc1nn(CC(=O)Nc2ccc(C(C)C)cc2)c(=O)c2c(C)n(-c3ccc(Cl)cc3)nc12	.	0%	-7%	.	31	.
28	C[C@@H](NC(=O)C1(c2ccccc2)CCN(C(=O)OC(C)(C)C)CC1)C(=O)N[C@@H](C(=O)O)c1ccccc1	3%	?	6%	-2%	-7	-6%
29	COC(=O)C1=C(C)Nc2ncnn2C1c1ccco1 (centres undefined)	-3%	-2%	-14%	-15%	74	4%
30	COc1cc(Cl)c(S(=O)(=O)NCc2ccccn2)cc1Cl	-8%	-12%	-9%	-3%	-32	20%

(list continues)
No.	SMILES	FBPA Giardia inh	AmpC inh detg	Sm TGR block	AmpC inh no detg	HCMV antiviral	AMA1 RON2 block
31	COC(=O)[C@@]1(Cc2ccc(F)cc2)[C@H]2c3cc(C(=O)N4CCCC4)n(CCSCCO)c3C[C@H]2CN1C(=O)c1ccccc1	3%	.	.	.	-17	-19%
32	Cc1ccc(C2(CCNCc3ccc(N(C)C)cc3)CCOC(C(C)C)C2)cc1 (centres undefined)	-1%	-13%	5%	63%[activator]	-39	10µM*
33	CCOC(=O)c1ccc(N=Nc2c(C)c(C#N)c(O)[nH]c2=O)cc1	-9%	0%	5%	-23%	-19	-5%
34	O=C(c1cccc(N2C(=O)C3C4C=CC(C4)C3C2=O)c1)N1CCN(c2ccccc2Cl)CC1 (centres undefined)	14%	?	3%	130%[activator]	0	7%
35	CC(C)N(C(=O)NC(=O)Nc1ccccn1)S(C)(=O)=O	1%	?	-1%	-7%	63	3%
36	Cc1ccc(NC(=O)Nc2cc3c(cc2N2CCCCC2)n(C)c(=O)n3C)cc1Cl	.	6%	-2%	.	-99*	.
37	Cc1ccc(S(=O)(=O)N(C)C)cc1NC(=O)CN1CCCC1	.	4%	5%	0%	6	4%
38	CN1CCN(C(=O)NCC23CC4CC(CC(C4)C2)C3)CC1	4%	-1%	2%	-8%	48	-4%
39	CC(C)(C)C(=O)OCC1OC(n2cnc(C(N)=O)n2)C(O)C1O (centres undefined)	10%	1%	-14%	-16%	-1	-24%
40	Cc1ccc(S(=O)(=O)N2CCCOC2CNC(=O)C(=O)NCCN2CCOCC2)cc1 (centres undefined)	2%	2%	15%	16%	-9	-12%
41	Nc1nc(N)c2sc3nc4c(cc3c2n1)CCC4	0%	0%	-4%	-19%	128	-4%
42	Clc1ccc(CO/N=C2\CCCc3nonc32)cc1	-6%	-5%	0%	-57%	67	19%
43	Cn1c(SCC(=O)N2CCOCC2)ncc(C(=O)Nc2ccccc2)c1=O	.	2%	13%	.	33	.
44	O=C(CN(c1ccc2c(c1)OCCO2)S(=O)(=O)c1ccccc1)NCc1ccc(Cl)cc1	-2%	-14%	0%	-23%	?	-6%
45	Oc1[nH]c(=S)sc1/C=C1\C(c2ccccc2)=Nc2ccccc21	1%	1%	1%	-17%	-8	1%[11.6 µM]

Values by screen from the list.
Entries 34 to 44 in HCMV antiviral read 0, 63, -99*, 6, 48, -1, -9, 128, 67, 33, ?
Entries 34 to 44 in Sm TGR block read 3%, -1%, -2%, 5%, 2%, -14%, 15%, -4%, 0%, 13%, 0%
Entries 34 to 44 in AMA1 RON2 block read 7%, 3%, ., 4%, -4%, -24%, -12%, -4%, 19%, ., -6%

(cont.)
No.	SMILES	FBPA Giardia inh	AmpC inh detg	Sm TGR block	AmpC inh no detg	HCMV antiviral	AMA1 RON2 block
46	O=C(NCc1ccc2c(c1)CCN2C(=O)c1ccncc1)c1cccc(Cl)c1	.	6%	3%	.	32	.
47	O=C(CCc1ccc(Oc2cc([N+](=O)[O-])cc([N+](=O)[O-])c2)cc1)NC1CCCC1	2%	-3%	-11%	-17%	?	-11%
48	COc1ccc(NC(=O)CNC(=O)Cc2cccc3ccccc23)cc1	.	.	.	-9%	16	-6%
49	Cc1ccc(N2CC(NC(=O)C(=O)c3c[nH]c4ccccc34)CC2=O)cc1 (centres undefined)	.	1%	2%	.	-11	.
50	COCCCNC(=S)N1CCN(S(C)(=O)=O)CC1	3%	?	3%	-25%	48	-10%
51	COc1ccc2c(c1)-c1nc(/N=C/c3ccc(O)c(OC)c3)sc1CC2	?	-17%	-26%	-20%	.	1%
52	Cc1ccc(S(=O)(=O)N(C)C)cc1NC(=O)COc1ccccc1C(=O)Nc1ccccc1	.	-12%	-2%	-49%	-37	-6%
53	C#CCOCCOCCOCCNc1nc(OC)nc(N2CCN(C(=O)[C@H](CCCCN)n3cc(C(N)CO)nn3)CC2)n1 (some centres undefined)	-18%	-9%	-27%	-1%	.	.
54	Cc1ccc(-n2nc(C)c3c(C(F)(F)F)cc(-c4cccnc4)nc32)cc1C	.	1%	-22%	.	32	.
55	O=C(CNC1CCCC1)Nc1ccc(S(=O)(=O)N2CCCCC2)cc1	4%	-3%	-8%	-24%	-23	0%
56	Cn1c(=O)n(C)c2cc([N+](=O)[O-])c(N3CCNCC3)cc21	-1%	-4%	?	-34%	36	-6%
57	O=C(CN1CCCCC1)Nc1ccc(S(=O)(=O)NC2CCCCC2)cc1	8%	0%	2%	-35%	-38	-2%
58	CC(C)c1ccc(N(C(=O)c2ccco2)C(C(=O)NC2CCCC2)c2ccncc2)cc1 (centres undefined)	0%	-3%	-13%	42%	56	-14%
59	O=C(CC1SC2=NCCN2C1=O)Nc1ccccc1 (centres undefined)	-1%	0%	-1%	-9%	-20	-1%
60	Cc1cc2oc(=O)cc(-c3ccccc3)c2c(C)c1-c1ccc(F)c(Cl)c1	5%[89.2 µM]	.	.	-23%	-4	12%

Remaining list, next part
No.	SMILES	FBPA Giardia inh	AmpC inh detg	Sm TGR block	AmpC inh no detg	HCMV antiviral	AMA1 RON2 block
61	O=C(O)CC(=O)NC12CC3CC(CC(C3)C1)C2	9%&-5%	0%&1%	0%&5%	-19%&-22%	-12&8	2%&4%
62	CCCCC(CC)C(=O)Nc1ncc([N+](=O)[O-])s1 (centres undefined)	3%	-1%	-1%	11%	-74*	16%
63	O=C(NC1CC1)C1CCN(S(=O)(=O)c2ccc(Cl)c([N+](=O)[O-])c2)CC1	.	5%	?	3%	-103*	-6%
64	CCC(C)(C)NC(=O)C1CCCN(S(=O)(=O)c2ccc3c(c2)CC(C)N3C(=O)C2CC2)C1 (centres undefined)	3%	2%	-18%	86%[activator]	5	7%
65	O=C(COC(=O)Cc1ccccc1)NC12CC3CC(CC(C3)C1)C2	4%	-1%	5%	10%	78	-5%
66	Cc1ccc(NC(=O)Nc2ccccc2CC[N+](=O)[O-])cc1	3%	-6%	1%	-28%	17	-8%

Some of the entries so far, as labelled records.
61) O=C(O)CC(=O)NC12CC3CC(CC(C3)C1)C2
  FBPA Giardia inh: 9%&-5% | AmpC inh detg: 0%&1% | Sm TGR block: 0%&5% | AmpC inh no detg: -19%&-22% | HCMV antiviral: -12&8 | AMA1 RON2 block: 2%&4%
62) CCCCC(CC)C(=O)Nc1ncc([N+](=O)[O-])s1 (centres undefined)
  FBPA Giardia inh: 3% | AmpC inh detg: -1% | Sm TGR block: -1% | AmpC inh no detg: 11% | HCMV antiviral: -74* | AMA1 RON2 block: 16%
